# FBPA coupling cs – coupling enzyme interference in Giardia aldolase counter-screen; coupling enzyme system counterscreen, AmpLite Red fluorescence; activity change, negative = inhibition, % at 58.2 µM, hits read low; actives 0.67% (n = 290,000); AID 2472; in the data active means activity change below about -30%; further: on the % scale 0 is the no-effect control and ±100 the full control effect
#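 Counterscreen of the coupled detection system alone, without aldolase: glyceraldehyde-3-phosphate coupling enzymes plus AmpLite Red readout. Compounds at 57.5 uM final, 10 min RT preincubation, 20 min RT reaction, fluorescence 525/598 nm.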
# TCR act – activators of T cell receptors; primary human leukocytes, anti-CD3, IL-2 HTRF, 48 h; Potency, µM (top dose mostly 9.22 µM), inactives show top-dose activation of IL-2 secretion, most hits filed as activators; 330,000 tested, under 10 active; AID 504894; further: % of control where 0% means no effect
#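 IL-2 release read by HTRF sandwich (Eu cryptate donor, d2 acceptor, 665 nm emission) after 48 hr exposure of primary human leukocytes to compound together with anti-CD3 beads in the absence of co-stimulatory signals.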
# BCR signal inh – chronic active BCR signaling inhibition. ABC-DLBCL IkBa-CBG/CBR reporter, luminescence ratio, 4 h. actives 0.05% (n = 340,000). Potency, µM (titrated, usually from 46.1 µM), for the others: top-dose ratio change, negative = lower green/red ratio, usual class: inhibitors; active means well fitted inhibition curve with a large enough effect in the signal ratio, with a control signal flat, not every such curve was filed as active; inconclusive means small, poorly fitted or top-dose-only effect, or effect the other way, or a change in a side signal; the % refers to the signal ratio;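 further: potency means the concentration at half of the fitted maximal effect; plate controls were basal doxycycline-induced cells for no effect and cells given 10 µM MG132 for full effect; MG132 reads +100%, hits lower the ratio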
#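 Concentration-response series (up to 46 uM) were applied to TMD8 dual-reporter cells for 4 h at 37C with doxycycline. Green/red ratio, after filter-overlap correction, defined %Activity; red signal alone was normalised to basal cells and zero luminescence.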
# Tb PFK block – inhibitors of T. brucei phosphofructokinase; O15648; T. brucei PFK, ADP-Glo luminescence; Potency, µM (top dose mostly 57.5 µM), for inactives: at the top dose activity, negative = inhibition, most hits filed as inhibitors; actives 0.17% (n = 330,000); AID 485367;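 further: potency means the concentration at half of the fitted maximal effect; 0% = uninhibited 1x PFK enzyme wells and -100% = no-enzyme wells; nearly all actives have a fitted effect of over 60% in size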
# Target sequence (O15648 whole entry, looked up): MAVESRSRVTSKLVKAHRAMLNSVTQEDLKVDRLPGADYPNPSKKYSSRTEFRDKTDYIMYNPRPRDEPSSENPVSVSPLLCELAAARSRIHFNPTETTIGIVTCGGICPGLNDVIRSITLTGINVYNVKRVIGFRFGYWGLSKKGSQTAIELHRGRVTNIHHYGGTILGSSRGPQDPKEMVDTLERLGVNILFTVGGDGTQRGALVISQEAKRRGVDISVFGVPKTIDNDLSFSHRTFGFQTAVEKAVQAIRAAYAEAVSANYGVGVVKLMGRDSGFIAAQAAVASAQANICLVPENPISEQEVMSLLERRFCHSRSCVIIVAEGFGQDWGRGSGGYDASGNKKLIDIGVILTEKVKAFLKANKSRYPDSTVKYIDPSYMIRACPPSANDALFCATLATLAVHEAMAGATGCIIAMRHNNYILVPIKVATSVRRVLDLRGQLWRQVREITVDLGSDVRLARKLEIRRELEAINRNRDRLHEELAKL
#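 PFK 1.25 nM, F6P 0.5 mM, ATP 0.1 mM, 0.1 M TEA pH 8.0, 5 mM MgCl2, 0.01% Tween20, 0.1% BSA; 45 min RT. ADP-Glo readout. qHTS titration up to 57 uM; curves fitted, compounds curve-classed.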
# CXXC DNA block – MLL CXXC-DNA interaction inhibition. MLL-CXXC / FITC-HOXA9 DNA fluorescence polarization. Q03164. actives 0.037% (n = 290,000). Potency, µM (doses to about 115 µM), for inactives: top-dose activity change, negative = inhibition, usual class: inhibitors; active means well fitted inhibition curve with a large enough effect in the polarisation, with a control signal flat, not every such curve was filed as active; inconclusive means small, poorly fitted or top-dose-only effect, or effect the other way, or a change in a side signal; inactive means no such curve, though single readings can be large or run the other way; the % refers to the polarisation; further: potency means the concentration at half of the fitted maximal effect
#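 Purified MLL-CXXC (added from a 7 uM solution) was preincubated 5 min at ambient with pinned compounds in 50 mM Tris-HCl pH 7.5, 50 mM NaCl, 1 mM DTT, 0.05% BSA. Fluorescein-labeled HOX-A9 DNA (50 nM solution) followed, 30 min, then polarization read.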
# TSHR antagonist – human thyrotropin receptor antagonism. P16473. TSHR-expressing cells, TSH-stimulated cAMP HTRF, 2 h; active compounds read low. activity change, negative = inhibition, % at 11.5 µM. actives 0.2% (n = 330,000);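 active means activity change below a set negative limit, meaning inhibition stronger than a set level, cut at about -70% in these data; inconclusive means activity change between two set negative limits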; further: on the % scale 0 is the no-effect control and ±100 the full control effect
#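 Antagonism was scored as loss of TSH-driven cAMP in TSHR cells, stimulated with 4nM TSH (EC80) for 2 hours at 37 deg C and detected by homogeneous HTRF competition immunoassay.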
# AT treatment – potential ataxia-telangiectasia treatment | actives 0.19% (n = 320,000) | […] A-T fibroblasts, KAP-1 phosphorylation AlphaLISA; neocarzinostatin DNA damage 30 min before lysis | Potency, µM (top dose mostly 57.5 µM), for inactives: at the highest dose activation, actives largely listed as activators | AID 485349; further: potency means the concentration at half of the fitted maximal effect; % of control where 0% means no effect; nearly all actives have a fitted effect of over 45% in size
#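 hTERT-immortalized A-T patient fibroblasts ([…]), 500 cells/well in OPTI-MEM, 1% FBS, got compounds for 60 min, then NCS for 30 min at 37C. Lysates were then assayed for phospho-KAP-1 by AlphaLISA (anti-pKAP1 donor, anti-KAP1 acceptor beads), 6 hr at 25C.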
# hERG WT inh – KCNH2 (human, wildtype) channel inhibition | activity change, % at 1.84 µM | Q12809 | U2OS, BacMam KCNH2, thallium flux FluxOr; active compounds read low | AID 720551 | actives 0.37% (n = 340,000);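 active means maximum activity change below -70%; inconclusive means maximum activity change between -70% and -50%; inactive means maximum activity change above -50%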; further: on the % scale 0 is the no-effect control and ±100 the full control effect
#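 U2OS cells were transduced with wild-type KCNH2 virus (2.03 x 10^8 / mL) for 4 h at room temperature, then cultured overnight at 37 C. Thallium flux was read with FluxOr dye. Rate constants were normalized to DMSO controls.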
# Giardia kill – kills Giardia lamblia. actives 0.15% (n = 340,000). activity change, % at 7.66 µM, hits read low. Giardia lamblia trophozoite viability; in the data active means activity change below about -80%; inconclusive means between about -30% and that limit;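 further: parasites exposed to compound for two days anaerobically before the ATP read; on the % scale 0 is the no-effect control and ±100 the full control effect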
#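 Media and compound were dispensed first, then trophozoites at 100 cells/well; plates sat 48 hrs at 37 deg C without oxygen before ATP luminescence reagent was added and read after 15-30 min at room temperature.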
# GALK inh – blocks human galactokinase activity; actives 0.007% (n = 270,000); Purified GALK, Kinase-Glo residual ATP luminescence; P51570; Potency, µM (top dose mostly 57.5 µM), without a hit: top-dose activity change, negative = inhibition, most hits filed as inhibitors; further: potency means the concentration at half of the fitted maximal effect; on the % scale 0 is the no-effect control and ±100 the full control effect
# Target sequence (P51570 whole entry, looked up): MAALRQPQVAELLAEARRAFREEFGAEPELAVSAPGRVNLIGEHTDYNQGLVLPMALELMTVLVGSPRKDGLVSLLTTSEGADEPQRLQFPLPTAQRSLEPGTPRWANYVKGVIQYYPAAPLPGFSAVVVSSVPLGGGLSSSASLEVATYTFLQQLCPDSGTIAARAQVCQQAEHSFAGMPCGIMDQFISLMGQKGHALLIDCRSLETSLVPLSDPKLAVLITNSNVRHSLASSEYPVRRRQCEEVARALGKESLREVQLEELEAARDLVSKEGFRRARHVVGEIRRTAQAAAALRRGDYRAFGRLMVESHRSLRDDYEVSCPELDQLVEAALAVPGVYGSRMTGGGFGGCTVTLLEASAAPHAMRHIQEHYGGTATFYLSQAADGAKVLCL
#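 Quantitative HTS: GALK 5 nM, ATP 35 uM, galactose 100 uM, 1 h room temperature, then luciferase-based ATP detection.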
# * marks the source's active call; other numbers are inactive results; ? = inconclusive; / = not tested or not shown; [ ] = dose if it differs, or a comment. Unless noted, the call rests on the fitted dose curve; in most records, active means well fitted curve in the direction sought with a large enough effect; inconclusive means small, poorly fitted or top-dose-only effect, or another doubt; inactive means no such curve, though single readings can be large; an effect the other way counts as inactive or inconclusive.
1	O=C(CSc1nnc2ccc(-c3ccncc3)nn12)c1cccs1
2	CC(C)CNc1nc(S(=O)(=O)c2ccccc2)c(Cl)s1
3	CC(C)Oc1cccc(C(=O)C2CCCN(Cc3ccc4nonc4c3)C2)c1 (stereo not drawn)
4	COC(=O)C1CN(C(=O)C(C)Oc2ccc(C)c(C)c2)c2ccccc2O1 (stereo not drawn)
5	CCc1ccccc1NC(=S)NCc1cccn1C
6	Cc1cccc(C)c1NC(=O)CN1C(=O)C2CC=CCC2C1=O (stereo not drawn)
Screen / compound no.	1	2	3	4	5	6
FBPA coupling cs	4.2	-3.3	-4.5	-3.7	2.3	/
TCR act	5.8%	2.5%	2.5%	-6.0%	3.8%	1.6%
BCR signal inh	10.4%	-7.0%	0.5%	2.2%	0.3%	-2.7%
Tb PFK block	-4.8%	-2.5%	3.8%	1.7%	-0.7%	-12.8%
CXXC DNA block	14.5%	-3.2%	4.2%	47.3%[activator]	3.3%	/
TSHR antagonist	2.0	7.6	-11.7	-6.7	7.9	10.9
AT treatment	-2.0%	5.2%	2.5%	20.0%	-3.3%	-5.2%
hERG WT inh	-20.4	-0.9	0.0	-6.3	-5.1	-25.0
Giardia kill	-2.1	0.0	0.4	10.5	-17.3	13.1
GALK inh	-0.8%	0.3%	-1.8%	/	1.0%	/

7	CCOC(=O)C1CCN(C(=O)c2ccc3c(=O)n4nc(Nc5cc(C)ccc5C)sc4nc3c2)CC1
8	CCCCN=C1NC(=O)C(CC(=O)NCCc2ccc(OC)cc2)S1 (stereo not drawn)
9	c1ccc(-c2noc(-c3ccco3)n2)nc1
10	C=CCc1cc(Cl)ccc1OCCNCCN1CCOCC1
11	Cc1c(Cl)cn2c(=O)cc(CN3CCN(c4ccccc4)CC3)nc2c1Cl
12	CCOc1ccc(N2C(=O)CSC2=NC#N)cc1
Screen / compound no.	7	8	9	10	11	12
FBPA coupling cs	/	-3.6	0.7	5.2	-6.3	/
TCR act	4.1%	-6.5%[46.1 µM]	7.4%	1.2%	-10.0%	-3.0%
BCR signal inh	?	?	?	10.7%	-8.5%	4.5%
Tb PFK block	7.8%	-9.5%	-17.7%	-2.5%	10.1%	1.1%
CXXC DNA block	52.8%	-2.2%	10.7%	7.1%	13.4%	/
TSHR antagonist	0.7	23.9	-3.3	5.6	-3.1	-6.9
AT treatment	0.2%	0.4%	4.1%	-3.3%	-0.5%	-1.7%
hERG WT inh	12.9	1.1	-4.9	14.4	-0.5	-2.7
Giardia kill	3.1	0.0	5.4	-7.2	-2.4	-7.3
GALK inh	-9.1%	-1.8%	3.5%	9.4%	3.6%	/

13	CCOC(=O)C1=C(C)N=c2s/c(=C/c3cccc([N+](=O)[O-])c3O)c(=O)n2C1c1cc(OC)c(OC)c(OC)c1 (stereo not drawn)
14	CC(=O)c1ccc(NC(=O)N[C@@H](Cc2ccccc2)C(=O)O)cc1
15	CCCC12CN3CC(C)(CN(C1)C31C(=O)Nc3ccc(C)cc31)C2=O (stereo not drawn)
16	Cc1ccccc1NC(=S)N(CCN(C)C)C(C)c1ccco1 (stereo not drawn)
17	O=C1CCCC(O)=C1N=Nc1ccc2c(c1)OCO2
18	COc1cccc(OC2OC3COC(C)(C)OC3C(O)C2NC(C)=O)c1 (stereo not drawn)
Screen / compound no.	13	14	15	16	17	18
FBPA coupling cs	2.5	6.5	2.6	0.4	0.8	3.8
TCR act	0.8%	-6.0%	/	2.7%	2.7%[46.1 µM]	0.4%
BCR signal inh	4.6%	3.1%	3.1%	9.2%	-19.6%	-1.7%
Tb PFK block	5.5%	-3.5%	4.6%	0.2%	5.1%	-3.3%
CXXC DNA block	-8.9%	-5.9%	-0.5%	0.7%	17.2%	15.2%
TSHR antagonist	6.5	11.3	-2.5	5.9	1.6	5.9
AT treatment	-7.8%	-3.1%	-7.2%	-3.0%	-7.1%	3.8%
hERG WT inh	-1.5	-23.9	-28.2	0.5	-0.2	-4.5
Giardia kill	?	-5.6	2.7	2.7	10.6	6.2
GALK inh	/	0.5%	0.0%	1.1%	0.5%	5.6%

19	CNC(=O)c1c(NC(=O)C(C)C)sc2c1CCC2
20	CC(C)(CN1CCN(Cc2ccccc2)CC1)NS(=O)(=O)c1ccccc1
21	Cc1ccnc(SCCn2c(N3CCN(C)CC3)nc3c2c(=O)n(C)c(=O)n3C)n1
22	CSc1ccn(CCC(=O)O)c(=O)n1
23	O=C(NCc1ccco1)c1cc(C(=O)C2CC2)c[nH]1
24	CSC1=NC(C)(C)C=C(/C=C/c2ccc(Cl)cc2Cl)N1
Screen / compound no.	19	20	21	22	23	24
FBPA coupling cs	-4.5	-1.6	-0.7	1.9	-0.8	-10.2
TCR act	-2.7%	-1.2%	3.5%	-2.2%	-6.1%	4.5%
BCR signal inh	-3.6%	2.8%	0.6%	-5.9%	4.1%	?
Tb PFK block	-15.1%	0.6%	1.1%	0.5%	0.9%	4.8%
CXXC DNA block	-2.1%	1.6%	-4.2%	3.5%	2.4%	12.6%
TSHR antagonist	19.5	0.8	-8.1	3.0	18.1	3.8
AT treatment	18.0%	-5.4%	13.4%	2.1%	-2.9%	11.6%
hERG WT inh	0.9	7.8	-32.7	6.3	4.3	1.8
Giardia kill	12.8	-8.7	-24.9	-13.0	16.4	50.9[activator]
GALK inh	2.0%	-3.3%	-0.7%	-0.3%	-1.1%	-2.8%

25	Cc1ccc(C(C(=O)NCc2ccccc2)N(Cc2cccs2)C(=O)c2ccc3c(c2)OCCO3)cc1 (stereo not drawn)
26	NC(=O)C1(N2CCCCC2)CCN(CC(=O)Nc2ccccc2-c2ccccc2)CC1
27	O=C(CNC(=O)c1ccco1)NCC(=O)OCc1ccc(F)cc1
28	Cc1cc(C)c(C(=O)COC(=O)c2cc([N+](=O)[O-])ccc2N2CCOCC2)cc1C
29	Cc1cccc(NC(=O)c2c(O)c3ccccc3[nH]c2=O)c1
30	COc1ccc(NS(=O)(=O)c2cccc(C(=O)NC3CCC(O)CC3)c2)cc1 (stereo not drawn)
Screen / compound no.	25	26	27	28	29	30
FBPA coupling cs	-0.5	0.5	0.4	/	-1.8	-0.6
TCR act	4.0%[46.1 µM]	1.8%	-66.8%	-2.1%	2.2%	-2.7%
BCR signal inh	5.9%	?	?	-0.4%	?	-4.6%
Tb PFK block	-8.8%	-2.1%	-13.3%	-1.2%	0.3%	0.1%
CXXC DNA block	12.5%	-0.8%	-2.1%	/	-0.2%	0.2%
TSHR antagonist	42.8	-3.9	-3.9	-5.9	7.8	-14.1
AT treatment	7.9%	-0.8%	-3.2%	-0.6%	0.7%	-2.9%
hERG WT inh	-2.8	16.6	-0.6	-2.9	-13.0	-1.0
Giardia kill	3.6	23.2	2.1	13.3	-21.8	-1.8
GALK inh	-6.3%	0.0%	4.2%	/	3.1%	-1.1%

31	Cc1cc(NC(=O)c2ccccc2)nc2c1c(=O)oc1ccccc12
32	Cc1onc(-c2c(Cl)cccc2Cl)c1C(=O)NCc1ccc(S(N)(=O)=O)cc1
33	O=C(Nc1cc(Cl)ccc1O)c1cc(-c2ccco2)on1
34	Cc1ccc(S(=O)(=O)Oc2ccc3ccc(O)cc3c2)cc1
35	O=C(NCCCn1ccnc1)/C(=C/c1ccc(F)cc1)NC(=O)c1ccccc1
36	COc1cccc(-c2noc(C3CCCN(C(=O)c4cccc(F)c4)C3)n2)c1 (stereo not drawn)
37	O=C(Nc1ccc(-c2nc3ccccc3s2)cc1)C1=COCCO1
Screen / compound no.	31	32	33	34	35	36	37
FBPA coupling cs	1.9	7.6	-0.6	-5.5	4.2	4.9	4.2
TCR act	2.5%	0.7%	-0.7%	1.7%	0.0%	0.5%	5.6%[46.1 µM]
BCR signal inh	?	4.4%	?	2.0%	8.6%	?	?
Tb PFK block	0.0%	-3.8%	-0.7%	0.2%	-0.6%	2.2%	0.8%
CXXC DNA block	4.8%	-8.7%	4.4%	-2.4%	2.9%	-23.6%	10.0%
TSHR antagonist	-5.4	-4.8	-2.7	-9.1	-2.5	21.6	-3.9
AT treatment	-4.7%	-14.1%	-4.3%	5.5%	-1.6%	21.1%	6.2%
hERG WT inh	-6.7	-8.9	3.7	21.4	-8.6	10.5	20.8
Giardia kill	-9.6	7.9	-17.6	7.0	24.9	-20.3	?
GALK inh	0.3%	3.4%	0.0%	-7.1%	4.1%	0.8%	-0.2%

# Some of these compounds in order of the Tb PFK block value, descending.
cpd	Molecule	Tb PFK block
37	O=C(Nc1ccc(-c2nc3ccccc3s2)cc1)C1=COCCO1	0.8%
34	Cc1ccc(S(=O)(=O)Oc2ccc3ccc(O)cc3c2)cc1	0.2%
35	O=C(NCCCn1ccnc1)/C(=C/c1ccc(F)cc1)NC(=O)c1ccccc1	-0.6%
